Compound activity as filed in PubChem BioAssay.
TLR9-MyD88 inh – inhibitors of TLR9-MyD88 association in cells, primary screen, cell-based, CHO, BLA complementation, fluorescence; Toll-like receptor 9 (Homo sapiens) + Myeloid differentiation primary response protein …; CCF4 FRET ratio; inhibition, % at 4.98 µM; 340,000 tested, 0.21% active;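 active means inhibition above the mean over all tested compounds plus 3 SD, cut at about 21% in these data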;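 further: 0% = DMSO only wells and 100% = clavulanate BLA inhibitor control wells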
NCOA2 inhibitor – inhibition of GAL4-SRC2 driven luciferase reporter, primary screen, SRC2 inhibitor project, cell-based, luminescence | AID 651957, 2012 | inhibition, % at 9 µM | HEK293 GAL4-SRC2 luciferase reporter | 370,000 tested, 0.17% active | Nuclear receptor coactivator 2 (Homo sapiens), Q15596;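 active means inhibition above the mean inhibition of all tested compounds plus 3 SD, set per campaign, cut at about 52% in these data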;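 further: 0% = DMSO treated cells and 100% = cells given Gossypol at 36 µM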
LMP1 NFkB inh – EBV LMP1-driven NF-kappaB luciferase reporter inhibitors, primary screen, cell-based, luminescence, single point. LMP1-induced NF-kappaB luciferase reporter cells. inhibition, % at 12.5 µM. 350,000 tested, 0.69% active. AID 504558, 2011; in the data active means inhibition above about 41%;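 further: 0% = neutral control wells and 100% = reference inhibitor control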
ABHD5-PLIN5 inh – ABHD5-PLIN5 interaction inhibitors, primary screen, cell lysate, split luciferase complementation, luminescence. Perilipin-5 (Homo sapiens) + 1-acylglycerol-3-phosphate O-acyltransferase ABHD5 (Homo …. Split G. princeps luciferase complementation, 4 h. inhibition, % at 4 µM. 360,000 tested, 0.78% active. AID 602281, 2012;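 active means inhibition above the mean inhibition across every tested compound plus 3 SD, cut at about 22% in these data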;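 further: 0% = DMSO only wells and the 100% control is not disclosed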
MC4R ag barr – MC4R agonists recruiting beta-arrestin, primary screen, cell-based, luminescence, agonist arm of biased-ligand search. Melanocortin receptor 4 (Homo sapiens), P32245. activation, % at 8.9 µM. 360,000 tested, 0.98% active. U2OS MC4R beta-arrestin complementation; percent of melanotan II response, DMSO zero. AID 540308, 2011;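 active means activation above a per-plate cutoff, the mean activation of sample wells on that plate plus 3 SD, cut at about 8% in these data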
Target sequence (P32245 whole entry, looked up): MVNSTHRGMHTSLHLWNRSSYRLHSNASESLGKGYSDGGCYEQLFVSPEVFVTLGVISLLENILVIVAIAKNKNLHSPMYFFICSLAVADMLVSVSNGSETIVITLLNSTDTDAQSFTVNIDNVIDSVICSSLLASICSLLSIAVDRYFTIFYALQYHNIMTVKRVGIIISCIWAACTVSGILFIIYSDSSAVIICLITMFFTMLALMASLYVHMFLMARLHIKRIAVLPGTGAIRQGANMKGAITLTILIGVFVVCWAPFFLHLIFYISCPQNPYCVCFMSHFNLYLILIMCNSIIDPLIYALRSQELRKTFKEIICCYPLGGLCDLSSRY
LRH-1 inv ag – LRH-1 (NR5A2) inverse agonists, primary screen, cell-based, luminescence, HEK293T, StAR-luciferase reporter; Nuclear receptor subfamily 5 group A member 2 (Homo sapiens), O00482; LRH-1 transfected, 24 h; inhibition, % at 3.6 µM; 360,000 tested, 0.13% active; AID 602396, 2012;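 active means inhibition above the mean inhibition of all tested compounds plus 3 SD, cut at about 73% in these data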;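 further: 0% = DMSO wells and 100% = reporter-only cells lacking LRH-1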
Target sequence (O00482 whole entry, looked up): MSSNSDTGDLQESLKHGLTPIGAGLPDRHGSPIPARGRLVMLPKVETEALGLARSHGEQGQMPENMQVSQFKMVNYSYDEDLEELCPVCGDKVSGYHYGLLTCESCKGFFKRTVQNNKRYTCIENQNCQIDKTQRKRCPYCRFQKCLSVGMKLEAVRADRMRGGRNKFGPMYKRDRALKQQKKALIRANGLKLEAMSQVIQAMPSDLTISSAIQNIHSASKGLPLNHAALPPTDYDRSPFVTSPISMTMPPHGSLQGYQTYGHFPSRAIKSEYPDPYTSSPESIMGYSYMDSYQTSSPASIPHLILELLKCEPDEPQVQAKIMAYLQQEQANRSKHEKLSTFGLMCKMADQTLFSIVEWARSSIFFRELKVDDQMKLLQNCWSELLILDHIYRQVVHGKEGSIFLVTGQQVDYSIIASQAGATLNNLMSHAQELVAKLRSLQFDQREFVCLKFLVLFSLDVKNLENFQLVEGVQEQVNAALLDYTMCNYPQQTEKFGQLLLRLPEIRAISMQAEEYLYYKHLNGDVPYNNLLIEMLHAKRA
NOD2 RIPK2 PPI – NOD2-RIPK2 binding disruptors in cells, primary screen, fluorescence, CHO cells, BLA complementation; CCF4 ratio; Receptor-interacting serine/threonine-protein kinase 2 (Homo sapiens), O43353; inhibition, % at 4.98 µM; 360,000 tested, 0.38% active; in the data active means inhibition above about 21%;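 further: 0% = vehicle only and 100% = reference blocker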
NCOA3 inh – SRC3 coactivator transcriptional activity inhibitors, primary screen, cell-based, luminescence. Nuclear receptor coactivator 3 (Homo sapiens), Q9Y6Q9. HEK293 GAL4-SRC3 luciferase reporter. inhibition, % at 3.6 µM. 360,000 tested, 0.17% active. AID 588352, 2011;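 active means inhibition above a per-campaign cutoff, the mean of all compounds plus 3 SD, cut at about 60% in these data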;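 further: 0% = DMSO-treated cells and 100% = gossypol-treated cells at 36 µM; higher means less SRC3-driven luciferase light from the GAL4 reporter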
MC4R antag cAMP – MC4R antagonists of cAMP signaling, primary screen, cell-based, TR-FRET, antagonist arm of biased-ligand search; MC4R-expressing cells, MTII-stimulated cAMP, LANCE TR-FRET; inhibition, % at 6.5 µM; 360,000 tested, 0.48% active; AID 540295, 2011;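 active means inhibition above its plate's cutoff, the mean of tested wells on that plate plus 3 SD, cut at about 29% in these data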;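 further: 0% = Melanotan II alone and 100% = Melanotan II plus saturating MCL0020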
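System: U2OS-MC4R stable cell line; Technique: Eu-cAMP/anti-cAMP TR-FRET, emission 671 nm; Repeats: single well per compound; Also added: Melanotan II; Dosing: one concentration, 6.5 µM nominal; Schedule: 30-min compound, 1-h challenge, 1-h detection, room temperature.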
NCOA1 inh – SRC1 coactivator transcriptional activity inhibitors, primary screen, cell-based, luminescence. Nuclear receptor coactivator 1 (Homo sapiens), Q15788. HEK293 GAL4-SRC1 luciferase reporter. inhibition, % at 3.6 µM. 360,000 tested, 0.12% active. AID 588354, 2011;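 active means inhibition above the campaign mean plus 3 SD, with each screening campaign given its own cutoff, cut at about 60% in these data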;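 further: 0% = DMSO treated cells and 100% = gossypol at 36 µM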
COUP-TFII inh – NR2F2 transcriptional activity inhibitors, primary screen, cell-based, luciferase reporter, HEK293T, luminescence; HEK293T NGFI-A luciferase reporter; 370,000 tested, 0.7% active; AID 686940, 2013; inhibition, % at 8.6 µM; COUP transcription factor 2 (Homo sapiens), P24468;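 active means inhibition above a per-plate cutoff, mean inhibition of test wells between control levels plus 3 SD, cut at about 38% in these data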;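 further: cells cotransfected with COUP-TFII expression vector driving the NGFI-A reporter; 0% = median of COUP-TF2 test wells and 100% = reporter-only cells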
An asterisk follows results filed as active; . = no result given. A portion of the library; count on the stated rates, not on these rows.

Every second line gives: TLR9-MyD88 inh | NCOA2 inhibitor | LMP1 NFkB inh | ABHD5-PLIN5 inh | MC4R ag barr | LRH-1 inv ag | NOD2 RIPK2 PPI | NCOA3 inh | MC4R antag cAMP | NCOA1 inh | COUP-TFII inh
1: Clc1ccc2c(NCc3cccs3)ncnc2c1
→ -1 | 6 | 18 | 6 | -0.4 | 16 | 1 | -1 | 5 | 10 | 36
2: Cc1ccc(S(=O)(=O)N/N=C/c2ccc(OCC(=O)NC(C)C)cc2)cc1
→ 6 | -8 | 8 | 2 | 0.2 | 13 | -2 | -12 | -1 | 0 | 2
3: O=C(NCc1ccco1)c1ccc(COCC(F)(F)F)cc1
→ 7 | 6 | -4 | 1 | -0.9 | 1 | -2 | -17 | -2 | -15 | -16
4: O=C(CSc1n[nH]c(-c2ccncc2)n1)Nc1ccc(F)cc1
→ 5 | -5 | 12 | 5 | 1.4 | 13 | 1 | -9 | -1 | -12 | -11
5: COc1ccc(C2(C(=O)NCC3CCCO3)CCOCC2)cc1 (configuration not stated)
→ 2 | -6 | -4 | 2 | -1.6 | 4 | -8 | -9 | 1 | -12 | -13
6: O=C(COc1ccc(S(=O)(=O)N2CCOCC2)cc1)Nc1ccc(Br)cc1
→ -12 | 16 | 4 | -9 | 0.2 | -12 | 2 | 12 | 11 | -4 | -4
7: N/C(=N\N=C\c1ccc2c(c1)OCO2)c1nonc1N
→ -1 | -23 | -6 | -7 | -1.6 | -193 | 3 | -53 | 5 | -78 | -20
8: COc1cc(OC)cc(OCC(O)Cn2cnc3cc(C)c(C)cc32)c1 (configuration not stated)
→ 5 | -20 | -7 | -1 | -0.2 | -12 | -5 | -3 | 9 | 17 | 25
9: CC(C)N(C(=O)CSc1ncnc2sc(-c3ccccc3)cc12)C(C)C
→ 2 | 4 | 16 | 3 | -1.3 | 6 | -3 | -6 | 6 | -18 | -6
10: COc1cc(/C=C/C(=O)O)cc(S(=O)(=O)NCC2CCCO2)c1OC (configuration not stated)
→ -8 | -25 | -3 | -10 | 1.3 | -18 | -7 | 0 | 22 | 1 | -5
11: Cc1ccc(S(=O)(=O)NCCN2CCOCC2)s1
→ -6 | -26 | 0 | -6 | -3.4 | 5 | -1 | 0 | -2 | 12 | 2
12: CC(NS(=O)(=O)c1cc(C(F)(F)F)ccc1Cl)C(=O)N(C)C1CCN(C)CC1 (configuration not stated)
→ -7 | 8 | 1 | 2 | -0.9 | -10 | -2 | 18 | 4 | 0 | -10
13: O=C(Nc1ccc2c(c1)OCO2)c1cc(C2CC2)on1
→ 1 | -72 | -33 | -5 | -2.5 | -65 | 6 | -60 | -6 | -109 | -54
14: CCc1ccc(NC(=O)CSc2nnc(-c3cnccn3)n2Cc2ccco2)cc1
→ 2 | -10 | -4 | 23* | 0.2 | -25 | 1 | -4 | 5 | -25 | 10
15: O=C(CCc1ccc(S(=O)(=O)NC2CCCCC2)cc1)NCc1cccnc1
→ 2 | -14 | 1 | 15 | 1.7 | 3 | -6 | 18 | 2 | 21 | 1
16: c1ccc(COc2ccc(OCCCCN3CCCC3)cc2)cc1
→ 4 | -35 | 3 | 8 | -1.2 | -99 | 7 | -63 | -2 | -84 | -9
17: O=C(Nc1ccc2ccccc2c1)c1ccccc1[N+](=O)[O-]
→ 2 | -49 | -31 | -18 | -1.3 | -32 | -15 | -76 | -4 | -87 | -45
18: CCCN1CCC(NC(=S)Nc2cccc(Cl)c2Cl)CC1
→ -2 | -20 | -1 | -10 | -0.9 | -5 | -2 | 4 | 6 | 3 | 2
19: O=C(c1ccoc1)N1CCN(c2cc(-c3ccncc3)nc3cc(-c4cccc(Cl)c4)nn23)CC1
→ 2 | -11 | -11 | 5 | 8.8* | 25 | -10 | 3 | 14 | -4 | 7
20: O=C(Nc1nnc(CCc2ccccc2)s1)c1ccco1
→ -1 | -40 | -7 | -1 | 0.4 | 7 | 8 | 2 | -5 | -41 | -7
21: COc1ccc(CSC2=C(C#N)C(=O)NC3(CCCCC3)S2)cc1
→ 1 | -24 | 0 | 4 | 1.2 | 3 | 5 | -12 | -2 | 9 | -8
22: Cc1ccsc1/C=N/NC(=O)CO
→ 0 | 2 | -8 | 0 | 0.3 | -15 | 14 | 3 | 23 | 7 | -10
23: O=c1cc(-c2ccccc2)nc2c(-c3ccccc3)c(C(F)(F)F)[nH]n12
→ . | 16 | . | 5 | -1.8 | -9 | -7 | 8 | 1 | -4 | 1
24: COC(=O)CCC(NC(=O)c1cc(-c2ccc3c(c2)OCCO3)oc1C)C(=O)OC (configuration not stated)
→ 5 | -19 | -9 | 2 | -1.2 | -17 | -5 | 7 | 4 | -11 | -19
25: O=C(CSc1ccccc1C(=O)O)c1ccc([N+](=O)[O-])cc1
→ 5 | 21 | -8 | -13 | -2.1 | -28 | -6 | 6 | 5 | 8 | -2
26: C[C@@H]1CCCCO[C@H](CN(C)C(=O)Cc2ccccc2)[C@@H](C)CN([C@H](C)CO)C(=O)c2cc(N(C)C)ccc2O1
→ -4 | 4 | 2 | -4 | -1.0 | 5 | -3 | -5 | 4 | 1 | 4
27: CCCNC(=O)c1ccc(N(Cc2ccccc2)S(C)(=O)=O)cc1
→ -4 | -6 | -15 | 5 | 0.1 | -5 | -22 | -2 | -4 | -10 | -7
28: CC(C)c1ccc2oc(=O)cc(CN3CCN(c4ccc(F)cc4)CC3)c2c1
→ 0 | -14 | 0 | 1 | 0.1 | 4 | -9 | 12 | 0 | 8 | -3
29: Cn1cc(SCC(=O)N2CCN(c3ccccc3)CC2)c2ccccc21
→ -8 | 8 | -9 | -4 | -0.3 | 7 | 6 | -20 | 12 | 4 | 18
30: O=C(CNC(=O)c1ccc(F)cc1)N/N=C/c1cn[nH]c1-c1ccccc1
→ 2 | 7 | 1 | 3 | -0.6 | 19 | -3 | 20 | 2 | -36 | 12
31: COc1ccc(CCN2C(=O)CC(N3CCN(C/C=C/c4ccccc4)CC3)C2=O)cc1OC (configuration not stated)
→ -7 | 2 | 5 | 6 | -0.8 | 2 | -1 | 7 | 18 | 20 | 6
32: COCc1ccc(CN2CCc3c([nH]c4ccccc34)C2CC(C)C)o1 (configuration not stated)
→ 1 | 8 | -2 | 3 | 0.5 | 12 | 3 | 14 | -4 | -8 | -12
33: CCOc1ccc(C(=O)NC2CC3CCCC(C2)N3CC(C)C)cc1 (configuration not stated)
→ 9 | -3 | -4 | 0 | -1.1 | -14 | -6 | 11 | 1 | 2 | -14
34: COc1ccc(C(=O)Nc2nnc(SCC(=O)NCc3ccco3)s2)cc1OC
→ 3 | -1 | -8 | 9 | 0.2 | 10 | 1 | 23 | 5 | 11 | -13
35: O=C1c2ccccc2C(Nc2ccc(F)cc2F)N1CCN1CCOCC1 (configuration not stated)
→ 12 | 16 | 6 | -6 | -0.8 | -6 | 9 | 7 | 5 | -2 | 9
36: COc1cc(NC(=O)Cc2ccc(Cl)cc2)ccc1NC(=O)c1ccco1
→ 2 | 0 | 9 | 9 | 1.4 | -32 | 3 | 26 | 19 | 10 | -11
37: CCCOc1ccc(S(=O)(=O)NCCCN2CCOCC2)c2ccccc12
→ -1 | 10 | -3 | 5 | -0.3 | -2 | -2 | 10 | 2 | 10 | -5
38: O=C(NC(NNc1ccc([N+](=O)[O-])cc1)(C(F)(F)F)C(F)(F)F)c1ccc(Cl)cc1
→ -2 | 20 | -7 | -8 | -0.3 | 35 | -7 | 8 | 0 | 4 | 14
39: O=S(=O)(NCC1CCCO1)c1ccc(S(=O)(=O)N2CCc3ccccc3C2)cc1 (configuration not stated)
→ 3 | 11 | 0 | -1 | -0.7 | 14 | 4 | 10 | 9 | -2 | -9
40: C/C(CCC1CC(C)OC1=O)=N/Nc1nc(-c2ccccc2)cs1 (configuration not stated)
→ -9 | -38 | -14 | -2 | 3.8 | -13 | -12 | -2 | 5 | -2 | -4
41: Cc1ccc(N2CC(O)Cn3c2nc2c3c(=O)n(C)c(=O)n2C)cc1 (configuration not stated)
→ 8 | 7 | 6 | 5 | -0.2 | 18 | 2 | -14 | -6 | -4 | 11
42: OCCCn1c(CCNc2nc(-c3ccc(F)cc3)cs2)nc2cc(C(F)(F)F)ccc21
→ 6 | 18 | 10 | -5 | 1.9 | 4 | 4 | 13 | 10 | -9 | 0
43: CCCn1c(N)c(C(=O)CSc2ncc(C(F)(F)F)cc2Cl)c(=O)[nH]c1=O
→ -4 | -24 | 1 | -5 | 0.5 | 6 | -3 | 36 | 2 | -14 | 9
44: CN1CCN(c2ncnc3c2ncn3[C@H]2CN(Cc3cccs3)C[C@@H](CO)O2)CC1
→ . | 19 | . | 0 | -0.4 | -5 | 4 | 8 | 7 | 1 | 3
45: COc1ccc(-c2cnc(SCCNC(=O)c3ccc4c(c3)OCO4)[nH]2)cc1
→ -8 | -3 | -37 | 0 | -3.3 | 2 | -2 | 3 | -1 | 0 | 13
46: CCCNC(=O)Nc1ccc(C)cc1C
→ -4 | -10 | -8 | -5 | 2.7 | 3 | -3 | -15 | 6 | 0 | -10
47: COC(=O)c1ccccc1NC(=O)CSc1nc(NC(=O)c2ccccc2)c2c(C)c(C)oc2n1
→ -8 | -20 | 9 | 11 | 0.3 | -12 | -8 | 7 | -5 | 5 | -15
48: Cc1ccc(C(=O)N/C(=C\c2ccccc2)C(=O)NCc2ccncc2)cc1
→ -3 | 8 | 2 | 6 | -0.2 | 5 | 15 | 17 | 17 | 18 | 9
49: O=C(O)C1CCN(C(=O)c2ccc3c(c2)OCO3)CC1
→ -6 | -5 | -4 | -7 | -3.7 | -17 | -2 | 12 | -5 | -9 | 5
50: CCCCOC(=O)CSCC(=O)Nc1cc(C)on1
→ 2 | -24 | -1 | 2 | -1.9 | -5 | -7 | -1 | 24 | -37 | 9
51: CCCCCCCC(=O)Nc1cc(C(=O)NCCC)ccc1N1CCC2(CC1)CC(c1ccccc1)=NO2
→ -7 | 20 | 8 | 1 | -0.5 | 1 | 0 | 3 | 15 | 1 | 8
52: CC(C)CNC(=O)[C@H](Cc1ccccc1)NC(=O)c1ccco1
→ 6 | 30 | -1 | 4 | -1.1 | 11 | 1 | -39 | 7 | -13 | -5
